BAZ2B inh – BAZ2B (human) inhibition | Q9UIF8 | AlphaScreen BAZ2B-H3K14Ac peptide displacement | Potency, µM (top dose mostly 114 µM), inactives show top-dose activity change, negative = inhibition, actives largely listed as inhibitors | 360,000 tested, 4.4% active; further: on the % scale 0 is the no-effect control and ±100 the full control effect; nearly all actives have a fitted effect of over 60% in size
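Inhibition is scored as reduced AlphaScreen emission. The BAZ2B/b-H3(5-23)K14Ac complex (50 nM each) in PBS pH 7.4, 0.01% Tween-20 meets compound (up to 110 uM) for 30 min at RT before bead addition.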
POLB inh – DNA polymerase beta (human) inhibition | Pol beta primer extension/strand displacement, fluorescence kinetic | Potency, µM (highest dose often 114 µM), for the others: top-dose activity change, negative = inhibition, actives largely listed as inhibitors | 340,000 tested, 1.3% active | AID 485314; further: on the % scale 0 is the no-effect control and ±100 the full control effect
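Values derive from four-parameter Hill fits of normalized kinetic data: reads at 0 and 10 min following addition of 50 nM substrate to 10 nM Pol beta preincubated 15 min with compound.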
POLK inh – blocks human DNA polymerase kappa activity | Q9UBT6 | purified Pol kappa, fluorescent DNA synthesis assay, 10 min | Potency, µM (highest dose often 107 µM), for the others: top-dose activity, negative = inhibition, hits mostly inhibitors | 400,000 tested, 0.53% active | AID 588579; further: on the % scale 0 is the no-effect control and ±100 the full control effect
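10 nM Pol kappa was preincubated with compounds for 15 min at room temperature. Reaction started with 50 nM (final) substrate. Fluorescence read kinetically at 0 and 10 min.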
JMJD2A Tudor – inhibitors of human JMJD2A Tudor domain | O75164 | AlphaScreen JMJD2A-Tudor / H3K4me3 peptide binding | Potency, µM (titrated, usually from 114 µM), for inactives: top-dose activity change, negative = inhibition, usual class: inhibitors | 390,000 tested, 4.4% active; further: on the % scale 0 is the no-effect control and ±100 the full control effect; nearly all actives have a fitted effect of over 50% in size
G9a inh – blocks human histone lysine methyltransferase G9a. 350,000 tested, 8.8% active. G9a H3K9 monomethylation, AlphaScreen, 2 h. AID 504332. Potency, µM (top dose mostly 102 µM), for the others: at the top dose activity, negative = inhibition, most hits filed as inhibitors. Q96KQ7; further: on the % scale 0 is the no-effect control and ±100 the full control effect; nearly all actives have a fitted effect of over 75% in size
Target sequence (Q96KQ7 913-1193 limits assumed): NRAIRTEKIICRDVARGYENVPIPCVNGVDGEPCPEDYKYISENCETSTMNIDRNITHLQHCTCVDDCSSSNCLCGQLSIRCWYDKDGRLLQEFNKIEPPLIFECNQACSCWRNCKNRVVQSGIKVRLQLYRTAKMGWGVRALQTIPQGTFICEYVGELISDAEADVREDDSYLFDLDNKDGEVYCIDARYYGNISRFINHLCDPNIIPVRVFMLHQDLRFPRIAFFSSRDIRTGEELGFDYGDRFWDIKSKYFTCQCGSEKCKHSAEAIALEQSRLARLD
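Step 1: enzyme (final 20 nM) with compound, 15 min RT. Step 2: substrate peptide 500 nM and SAM 20 uM, 2 h RT. Step 3: anti-H3K9me1 antibody and AlphaScreen beads, 10 min, then plate read.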
BLM helicase inh – Bloom syndrome helicase (human) inhibition | P54132 | recombinant BLM DNA unwinding, fluorescence dequenching | Potency, µM (doses to about 56.1 µM), without a hit: top-dose activity change, negative = inhibition, hits mostly inhibitors | 350,000 tested, 0.2% active;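 further: plate controls were vehicle for no effect and no enzyme for full effect; nearly all actives have a fitted effect of over 35% in size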
Pol iota inh – DNA polymerase iota (human) inhibition; 390,000 tested, 1% active; AID 588590; Pol iota fluorescent replication assay, 10 min; Potency, µM (highest dose often 115 µM), for the others: at the highest dose activity, negative = inhibition, most hits filed as inhibitors; Q9UNA4
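Fluorescent replication assay read twice, at 0 min and 10 min after adding 50 nM (final) substrate. Enzyme (10 nM) and compounds were first incubated 15 min at room temperature; enzyme-free buffer wells were negative controls.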
APE1 inh – APE1 (human) endonuclease inhibition. P27695. recombinant APE1, TAMRA/BHQ-2 abasic DNA cleavage fluorescence. AID 2517. Potency, µM (series often up to 65.8 µM), inactives show top-dose activity change, negative = inhibition, actives largely listed as inhibitors. 350,000 tested, 0.35% active;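 further: plate controls were vehicle for no effect and reference inhibitor for full effect; nearly all actives have a fitted effect of over 55% in size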
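Endonuclease cleavage of a quenched abasic-site DNA duplex (50 nM) by APE1 (0.75 nM) was tracked by TAMRA dequenching. Compounds were preincubated with enzyme 15 min at room temperature; data normalized to buffer-only and DMSO wells plus NSC13755 control.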
Pol eta inh – DNA polymerase eta (human) inhibition; Q9Y253; recombinant Pol eta, fluorescent DNA replication assay; 390,000 tested, 1.2% active; AID 588591; Potency, µM (top dose mostly 114 µM), for inactives: top-dose activity change, negative = inhibition, hits mostly inhibitors; further: on the % scale 0 is the no-effect control and ±100 the full control effect
Target sequence (Q9Y253 whole entry, looked up): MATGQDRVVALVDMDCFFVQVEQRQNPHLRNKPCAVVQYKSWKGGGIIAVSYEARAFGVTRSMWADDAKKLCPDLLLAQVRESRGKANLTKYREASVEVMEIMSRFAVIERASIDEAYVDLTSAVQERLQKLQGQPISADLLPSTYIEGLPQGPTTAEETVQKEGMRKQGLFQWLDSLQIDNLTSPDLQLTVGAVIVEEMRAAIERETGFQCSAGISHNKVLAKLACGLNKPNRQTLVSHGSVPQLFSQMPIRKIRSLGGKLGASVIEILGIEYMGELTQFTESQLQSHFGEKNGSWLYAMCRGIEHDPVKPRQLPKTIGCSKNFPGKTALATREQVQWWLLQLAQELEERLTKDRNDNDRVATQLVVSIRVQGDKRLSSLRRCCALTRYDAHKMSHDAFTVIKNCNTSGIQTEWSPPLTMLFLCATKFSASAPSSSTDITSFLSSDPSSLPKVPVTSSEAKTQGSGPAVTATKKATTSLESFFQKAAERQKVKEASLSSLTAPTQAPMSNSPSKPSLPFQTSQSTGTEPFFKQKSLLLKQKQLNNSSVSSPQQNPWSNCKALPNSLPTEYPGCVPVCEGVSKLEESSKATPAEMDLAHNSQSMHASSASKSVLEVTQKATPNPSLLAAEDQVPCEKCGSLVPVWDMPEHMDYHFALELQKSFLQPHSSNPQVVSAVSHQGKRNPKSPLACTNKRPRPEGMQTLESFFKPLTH
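Fluorescent replication assay: 50 nM final substrate added after a 15 min room-temperature compound preincubation with 10 nM enzyme. Signal taken at 0 min and again at 10 min.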
Numbers without * were called inactive; ? = inconclusive; . = not tested or not shown; & = joins results of further samples; ! = not active in a repeat; [ ] = dose if it differs, or a comment. The call rests on the fitted dose curve; in most records, active means well fitted curve in the direction sought with a large enough effect; inconclusive means small, poorly fitted or top-dose-only effect, or another doubt; inactive means no such curve, though single readings can be large; an effect the other way counts as inactive or inconclusive. Potency means the concentration at half of the fitted maximal effect. The list is partial; the hit share may differ from the screen's.

SMILES	BAZ2B inh	POLB inh	POLK inh	JMJD2A Tudor	G9a inh	BLM helicase inh	Pol iota inh	APE1 inh	Pol eta inh
Cn1cccc1/C=C1\SC(=S)N(NC(=O)c2ccc(F)cc2)C1=O	35µM*	-1%	-24%	?	9%	-5%	-9%	-4%	0%
CN(C)c1nc(C#N)nc(N(C)C)n1	4%	12%	-12%&-5%	16%[57.1 µM]	-27%	-4%	2%&19%	-5%	-1%
Cc1cc(C)c2oc(-c3ccc(C)c(NC(=S)NC(=O)/C=C/c4ccco4)c3)nc2c1	-30%	20µM*	-5%	-29%	-44%[59 µM]	?	-2%	-4%	?
Cc1cccc(NC(=O)c2cc(S(=O)(=O)N3CCOCC3)cn2C)c1C	10%	0%	4%	-1%	22%	0%	17%	34%	-21%
Cc1c(C(=O)N2CCN(C)CC2)oc2c1C(=O)CC(C)(C)C2	2%	5%	-12%	1%	-31%[12.7 µM]	-1%	0%[58.9 µM]	0%	-16%
Cc1noc(C)c1-c1nccc(NCc2cccs2)n1	.	.	2%[60.1 µM]	.	1%[0.501 µM]	-5%	.	?	.
O=C1CC(c2ccco2)CC(O)=C1C=NCC1NCCc2ccccc21 (stereo not given)	-6%	-1%	-32%	-21%	-24%[59 µM]	-11%	?	8%	-20%
CCOC(=O)CNC(=O)CSc1nnc(SCC(=O)NCC(=O)OCC)s1	-1%	14%	-4%	6%	18µM*	-3%	-5%[58.9 µM]	2%	-6%
CC1(c2ccccc2)O[C@@H]2C[C@H]3[C@@H]4CCC5=CC(=O)C=C[C@]5(C)[C@@]4(F)[C@@H](O)C[C@]3(C)[C@]2(C(=O)CO)O1 (stereo not given in full)	-7%	3%	-15%	-11%	6%	-5%	-13%	-1%	-7%
COc1cc(/C=N/NC(=O)C(=O)NCc2ccco2)cc(Br)c1O	?	?	-22%	?	0%	-15%	?	?	-18%
COc1ccccc1NC(=O)NC1(C(=O)N2CCC(C)CC2)CCCCC1	7%	13%	-20%	0%	-7%	-1%	143%[activator]	7%	-18%
Cc1ccc(C(=O)N2CCN(c3ncccn3)CC2)cc1NC1=NC2CS(=O)(=O)CC2S1 (stereo not given)	5%	20%	3%	-14%	22%	0%	10%	18%	4%
CCOC(=O)C1CCCN(Cc2cc(Br)c(OC)cc2OC)C1 (stereo not given)	50µM*	2%	-9%	2.8µM*	?	1%	-4%	15%	-8%
Cc1ccc(NC(=O)C2CCN(S(=O)(=O)c3ccc4c(c3)CC(C)N4C(=O)C3CCC3)CC2)nc1 (stereo not given)	-21%	-18%	-6%	-13%	-6%	-3%	23%	31%	6%
Cc1cc(S(=O)(=O)N2CCN(C(=O)CCC(=O)N3CCOCC3)CC2)ccc1Br	4%	37%	-1%	-12%[11.4 µM]	14%[59 µM]	-1%	15%	15%	40%[activator]
COCCCNC(=O)c1cc2c(-c3ccc(Cl)cc3)nn(C)c2s1	8%	6%	9%	-13%	22%	2%	37%[activator]	-6%	-13%
CCOC(=O)C(NC(=O)c1ccccc1Cl)(Nc1ccc(C)c(C)c1)C(F)(F)F (stereo not given)	-1%	-2%	-7%	-8%	-48%[59 µM]	-7%	19%	?	-27%
O=C(O)c1cc(-c2ccccc2Cl)n(-c2ccc(F)cc2)n1	-1%	20%	-4%	-16%	-6%	-1%	-4%	-4%	-18%
Cc1ccc(C)c(N(CC(=O)NC2CCCC2)C(=O)CNC(=O)c2cccs2)c1	-16%	3%	-2%	2%	15%	-2%	-6%	51%[activator]	-4%
C=CCNc1ncnc2c1cnn2-c1cccc(C)c1	-5%	5%	10%	-16%	14%[59 µM]	1%	?	13%	-23%
O=C(Cn1cncn1)NCc1ccc(Cl)cc1	0%	24%	0%	-12%	22%[59 µM]	3%	1%	-1%	-6%
CCS(=O)(=O)c1c([N+](=O)[O-])ncn1C	8%	1%	11%	1%	?	?	24%	-2%	-13%
COc1ccccc1NC(=O)Nc1ccc2c(c1)nc(C)n2C	-12%	-8%	-3%	-18%	-3%[12.7 µM]	-4%	98%[activator]	-4%	-17%
CCCC(=O)Nc1ncnc2c1ncn2[C@@H]1O[C@H]2COP(=O)(O)O[C@@H]2[C@@H]1OC(=O)CCC	.	.	-5%[12 µM]	.	24%[21.5 µM]	-1%[21.4 µM]	.	8%[21 µM]	.

An excerpt from the list above, for reference:
SMILES	BAZ2B inh	POLB inh	POLK inh	JMJD2A Tudor	G9a inh	BLM helicase inh	Pol iota inh	APE1 inh	Pol eta inh
CCOC(=O)C1CCCN(Cc2cc(Br)c(OC)cc2OC)C1 (stereo not given)	50µM*	2%	-9%	2.8µM*	?	1%	-4%	15%	-8%
Cc1ccc(NC(=O)C2CCN(S(=O)(=O)c3ccc4c(c3)CC(C)N4C(=O)C3CCC3)CC2)nc1 (stereo not given)	-21%	-18%	-6%	-13%	-6%	-3%	23%	31%	6%
Cc1cc(S(=O)(=O)N2CCN(C(=O)CCC(=O)N3CCOCC3)CC2)ccc1Br	4%	37%	-1%	-12%[11.4 µM]	14%[59 µM]	-1%	15%	15%	40%[activator]
COCCCNC(=O)c1cc2c(-c3ccc(Cl)cc3)nn(C)c2s1	8%	6%	9%	-13%	22%	2%	37%[activator]	-6%	-13%

Next structures follow:
SMILES	BAZ2B inh	POLB inh	POLK inh	JMJD2A Tudor	G9a inh	BLM helicase inh	Pol iota inh	APE1 inh	Pol eta inh
COc1ccc(NC(=O)N(C)C[C@H]2Oc3ccc(NS(=O)(=O)c4cccs4)cc3C(=O)N([C@H](C)CO)C[C@@H]2C)cc1	.	.	4%	-15%	.	.	15%	26%	-4%
Cc1ccc(C(=O)NCC(=O)NCC(=O)OCC(=O)c2ccc(F)cc2)cc1	0%	18%	-7%	8%	10%	2%	219%[activator]	0%	-11%
CCc1nnc(NC(=O)Cc2ccc(Br)cc2)s1	-2%	2%	-9%	1%	?	0%	113%[activator]	4%	7%
Cc1oc(-c2ccccc2Cl)nc1CS(=O)CC(=O)NCc1ccc(Cl)cc1 (stereo not given)	-19%&-12%	-7%&0%	-7%&-21%	-13%&-22%	4%	-5%&-4%	79µM*!	21%	-6%&-18%
C=C1C(=O)O[C@@H]2C[C@@H](C)[C@@H]3C=CC(=O)[C@@]3(C)[C@@H](OC(C)=O)[C@H]12	0%	-4%	2%	-4%	?	-9%	?	1%	45µM*
Cc1ccc(C)c(OCCN2C(=O)NC3(CCc4ccccc4C3)C2=O)c1 (stereo not given)	5%	19%	-7%	-4%	26%[59 µM]	-11%	-13%	22%	-19%
COc1ccc(NC(=O)c2c(C)oc3ccc(O)c(CN4CCCC(C)C4)c23)cc1Cl (stereo not given)	-34%	?	0%	-29%	-7%[59 µM]	1%	8%	.	.
CC(=NNC(=O)c1ccncc1)c1ccccc1Cl	.	.	-6%	-11%	.	.	56%[activator]	.	-3%
N#Cc1c(-c2ccccc2)cc2nc3ccccc3n2c1N	1%	-29%	-22%	5%	6%	-9%	14%	3%	1%
COc1ccc(-c2[nH]nc(-c3ccccc3)c2-c2nc3ccccc3[nH]2)cc1	-28%	-4%	-18%	-24%	16%	-5%	-3%	-1%	0%
CC(C)(C)c1nc2ccccc2c2nnc(SCC(=O)NCc3ccco3)n12	-7%	16%	-10%	-32%	-50%[59 µM]	-5%	-9%[58.9 µM]	-8%	-15%
O=[N+]([O-])c1ccccc1OCCCN1CCc2ccccc2C1	-35%	16%	-8%	-20%	?	-2%	-16%	28%	-7%
Cc1ccc(CN2C3=NCCN3c3ccccc32)cc1	-11%	12%	-3%	4%	1%	-9%	50%[activator]	2%	-27%
CC1=C(C(=O)Nc2cccc(F)c2)C2(CCCCCC2)OC1=O	-1%	32%	-15%	-18%	12%[59 µM]	-3%	-1%	.	-11%
CSc1ccc(CN(C)C(=O)c2cccc(S(=O)(=O)N3CCN(Cc4ccccc4)CC3)c2)cc1	-30%	.	-16%	-34%	5%[0.501 µM]	.	12%	-2%	-19%
COc1ccc([N+](=O)[O-])cc1NC1C2CC3CC(C2)CC1C3 (stereo not given)	-23%	13%	2%	-4%	70%[activator]	-1%	8%	4%	-13%
CCCC(=O)n1nc(-c2cccnc2)nc1NCc1ccc(OC)cc1	23%&3%	18%&-16%	-10%&-3%	15%&-3%	-1%	-5%&-2%	46%[activator]	6%	-18%&-5%
CNC(=O)c1cc(S(=O)(=O)N2CC(C)OC(C)C2)ccc1N1CCOCC1 (stereo not given)	-10%	22%	-3%	-12%	-5%	-2%	13%	23%	-4%
Cc1cc(Br)ccc1NC(=O)CNC(=O)CNc1cccc([N+](=O)[O-])c1	-3%	.	7%	-6%	17%[12.7 µM]	.	-13%	9%	-9%
Nc1cc(Cl)ccc1C(=O)OCC(=O)NCC1CCCO1 (stereo not given)	.	.	0%	-13%	.	.	25%	24%	-11%
Cc1ccc(/C=C(\C#N)C(=O)Nc2cccc(C)n2)cc1	-6%	0%	-4%	-8%	3%	-6%	6%	12%	-14%
COc1cc(NC(=O)COC(=O)Cn2cnc3c2c(=O)n(C)c(=O)n3C)cc(OC)c1	8%	.	-9%	-15%	-4%[59 µM]	.	11%	21%	-20%
CC(C)NC(=O)CCCc1ccccc1	7%	12%	-7%	-2%	-3%	0%	12%	24%	-2%
O=C(Nc1ncccc1O)c1cccc(S(=O)(=O)N2CCCC2)c1	?	.	-21%	?	23%[2.33 µM]	.	10%	3%	-16%
CCOCCCNC(=O)C(NC(=O)C1CCC(C)CC1)C(C)C (stereo not given)	5%	9%	11%	-11%	-4%[59 µM]	0%	18%	.	-21%
Cc1cccc(NC(=O)COC(=O)c2ccc3nc(C)c(C)nc3c2)c1	.	.	-17%	-1%	.	.	42%[activator]	-23%	3%
COc1ccc([C@H]2[C@H](C(=O)C(C)(C)C)N3N=Cc4ccccc4C3[C@]23N=C(c2ccccc2)OC3=O)cc1 (stereo not given in full)	?	?	-10%	-31%	.	-9%	18%	5%	-24%
CCN(CC)CCCNC(=O)c1cc(-c2ccc(O)cc2)on1	-1%	32%	4%	-3%	4%	1%	-1%	-2%	4%
Cc1ccc2oc(=O)c(/C=C(\O)c3ccccc3)nc2c1	-32%	10%	5%	-23%	7.9µM*	-2%	28%	2%	-20%
O=C1c2ccccc2C(=O)N1CC1=CCS(=O)(=O)C1	4%	0%	-10%	-4%	1%	0%	0%	-2%	-3%
O=C(CN1C(=O)C2C3C=CC(C3)C2C1=O)OCC(=O)c1ccc(Cl)c([N+](=O)[O-])c1 (stereo not given)	.	.	-9%	-27%	.	.	28%	.	-7%

Screening results deposited in PubChem by National Center for Advancing Translational Sciences (NCATS).
